TbHK1 inh = blocks Trypanosoma brucei hexokinase 1 activity. AID 1430. actives 0.11% (n = 220,000). inhibition, % at 10 µM. recombinant TbHK1, G6PDH-coupled NADH A340;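 active = inhibition of 50% or more in the single-dose primary screen; inactive = inhibition below 50%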
PGE2 EP2 inh = blocks the human prostaglandin E2 receptor EP2; P43116; C6 glioma cells expressing human EP2, cAMP TR-FRET; cells stimulated with saturating PGE2; inhibition, % at 25 µM; actives 0.52% (n = 260,000); AID 1422;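 active = percent inhibition above 40 after rounding to a whole number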;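 also: rat C6 glioma host cells with rolipram phosphodiesterase inhibitor present; the protocol text gives 20 µM as final concentration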
Target sequence (P43116 whole entry, looked up): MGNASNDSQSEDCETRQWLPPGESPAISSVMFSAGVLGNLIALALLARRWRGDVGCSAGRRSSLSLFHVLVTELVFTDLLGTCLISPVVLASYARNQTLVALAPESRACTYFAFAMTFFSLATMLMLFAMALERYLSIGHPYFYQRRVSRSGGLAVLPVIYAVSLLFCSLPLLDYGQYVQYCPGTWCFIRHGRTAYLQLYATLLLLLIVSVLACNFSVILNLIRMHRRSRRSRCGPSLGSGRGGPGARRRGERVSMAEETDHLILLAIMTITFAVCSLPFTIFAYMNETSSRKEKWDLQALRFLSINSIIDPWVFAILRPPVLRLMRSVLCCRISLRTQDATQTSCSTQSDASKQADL
Ba/F3 V617F tox = loss of viability in JAK2V617F-driven Ba/F3 cells. actives 1.1% (n = 220,000). Ba/F3 EpoR-JAK2V617F viability, ATP luminescence. inhibition, % at 5.6 µM;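 active = inhibition above the campaign mean plus 3 SD over all tested compounds, cut at about 24% in these data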;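 also: cytokine-independent growth of Ba/F3 cells driven by EpoR plus mutant JAK2; 0% = DMSO-treated cells and 100% = JAK inhibitor I control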
RBBP9 inhibitor = inhibitors of human serine hydrolase RBBP9 | O75884 | recombinant RBBP9, FP-Rh probe fluorescence polarization | inhibition, % at 7.94 µM | actives 0.2% (n = 220,000) | AID 1515;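 active = inhibition above the campaign mean of all tested compounds plus 3 SD, cut at about 14% in these data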;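 also: plate controls were DMSO wells with RBBP9 for no effect and wells lacking RBBP9 protein for full effect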
Target sequence (O75884 whole entry, looked up): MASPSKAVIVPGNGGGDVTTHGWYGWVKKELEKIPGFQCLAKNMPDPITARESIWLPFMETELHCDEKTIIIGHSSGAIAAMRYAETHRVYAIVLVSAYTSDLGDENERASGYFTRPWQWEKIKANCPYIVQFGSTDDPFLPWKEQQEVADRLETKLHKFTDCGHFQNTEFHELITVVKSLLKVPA
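system = RBBP9 protein | input = RBBP9 at 2.5 µM in dispensed solution, before mixing | measured by = fluorescence polarization (mP), excitation 525 nm, emission 598 nm | incubation = enzyme-compound preincubation 30 min, then probe labeling 45 min, 25 °C | buffer or medium = Tris-NaCl-Pluronic buffer, pH 8.0 | compound = single dose 7.94 µM | also added = FP-Rh probe, 375 nM dispensing solution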
p97 inhibitor = inhibitors of human p97 ATPase | P55072 | recombinant p97 ATPase, Kinase-Glo ATP luminescence, 3 h | inhibition, % at 8 µM | actives 0.42% (n = 220,000) | AID 1481; in the data active = inhibition above about 15%;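 also: 0% = DMSO vehicle and 100% = wells lacking enzyme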
p47phox inh = p47phox (human) inhibition; P14598; p47phox/p22phox peptide binding, fluorescence polarization, 2 h; inhibition, % at 24.7 µM; actives 0.53% (n = 220,000); AID 1274;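 active = inhibition above about 30%, limit read from the data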;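 also: 0% = p47phox with labelled peptide and 100% = labelled peptide alone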
Target sequence (P14598 whole entry, looked up): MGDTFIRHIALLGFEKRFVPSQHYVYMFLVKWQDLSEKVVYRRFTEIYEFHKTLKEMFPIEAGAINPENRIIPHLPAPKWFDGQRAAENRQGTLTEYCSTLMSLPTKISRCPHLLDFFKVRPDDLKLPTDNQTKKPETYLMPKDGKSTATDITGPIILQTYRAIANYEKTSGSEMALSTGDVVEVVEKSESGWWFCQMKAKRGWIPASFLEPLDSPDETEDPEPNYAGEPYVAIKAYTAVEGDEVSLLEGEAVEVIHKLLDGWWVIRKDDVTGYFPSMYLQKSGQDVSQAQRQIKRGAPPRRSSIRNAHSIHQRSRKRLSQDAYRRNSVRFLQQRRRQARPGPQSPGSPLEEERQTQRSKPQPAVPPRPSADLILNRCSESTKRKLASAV
BaF3 tox = parental Ba/F3 viability inhibition as JAK2V617F counter-screen; CellTiter-Glo ATP luminescence; inhibition, % at 5.6 µM; actives 1.1% (n = 220,000);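 active = inhibition above a per-campaign cutoff, the mean inhibition of all tested compounds plus 3 SD, cut at about 27% in these data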;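 also: 0% = DMSO wells and 100% = JAK Inhibitor I control wells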
PPC-1+TRAIL kill = kills PPC-1 cancer cells in the presence of TRAIL. PPC-1 cells + TRAIL, ATPLite viability luminescence. actives 0.41% (n = 220,000). cell killing (% activity), % at 4 µM;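 active = cell killing above 50% in the first pass at 4 µM, then a duplicate retest at 5 µM averaging 50% or more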;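 also: plate controls were cells with TRAIL plus DMSO for no effect and medium-only wells lacking cells for full effect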
Furin inhibitor = inhibitors of human furin | P09958 | purified furin, fluorogenic substrate cleavage | inhibition, % at 30 µM | actives 0.061% (n = 220,000) | AID 463115; in the data active = inhibition above about 25%; also: inactives centre near -15
Numbers without * were called inactive; & = joins results of further samples; [ ] = dose if it differs, or a comment. A portion of the library; rates above refer to the full screens.

SMILES	TbHK1 inh	PGE2 EP2 inh	Ba/F3 V617F tox	RBBP9 inhibitor	p97 inhibitor	p47phox inh	BaF3 tox	PPC-1+TRAIL kill	Furin inhibitor
CC1(C)Cc2ccccc2C(N/N=C/c2cccc(F)c2)=N1	-24	7	-1	-7	1	-3	1	30	-11[20 µM]
COc1ccc(C(C#N)Nc2ccccc2OC)cc1 (stereo unspecified)	-1	0	-1	-7	3	-6	2	-1	-29
NC(=S)NNc1c(F)c(F)c(F)c(F)c1F	15	7	30*	-4	-5	2	35*	10	-2
CNC(=O)Nc1cc(C(F)(F)F)cc(C(F)(F)F)c1	-5	7	3	-5	-1	-15	2	10	-15
CC(C)Nc1c(N)c(=O)oc2ccccc12	-23	15	-4	-4	3	-3	1	12	-1
COc1ccc(/C=C2\SC(=O)N=C2N)cc1OC	11	2	-1	-5	1	-2	4	20	-6
Cc1cccc(NC(=S)NC(=O)CCc2ccccc2)c1C	-8	3	-2	0	-1	-40	0	16	-9[20 µM]
O=C(Nc1cccnc1Cl)c1cc(-c2ccco2)on1	-4	6	-3	-6	0	-37	3	16	-16[20 µM]
Cn1c(=O)[nH]c(=O)c2c1nc(Br)n2CC(O)c1ccccc1 (stereo unspecified)	0	10	0	-5	1	-3	4	17	-17
CCOc1ccc(CC(=N)C2=C(O)CC(C)(C)CC2=O)cc1OCC	-1	4	0	-3	1	-14	5	-3	-23
COc1ccc(C)cc1NC(=O)CN(Cc1nnc(-c2ccc(Cl)cc2)o1)C1CCCC1	-2	5	4	-4	-2	-33	6	25	-7[20 µM]
COc1ccccc1N1CCN(C(=O)CCC(=O)O)CC1	2	7&5	-4	-6	5	2	5	4	-8
O=C(c1cccs1)n1nc(-c2cccnc2)nc1NCc1ccco1	5	8	2	-6	-3	-20	8	10	-16
O=[N+]([O-])c1ccccc1NCc1ccc(Cl)cc1	5	10	-2	-7	2	10	5	2	-24[20 µM]
COc1ccc(Nc2ncnc3sc(-c4ccccc4)cc23)cc1	-1	24	2	-13	-4	-28	4	15	-19
CCCCN1C(=S)SC(C)(C)C1/[N+]([O-])=C/c1ccc(S(=O)(=O)NC)cc1 (stereo unspecified)	-14	1	1	5	5	-29	3	3	-10
COc1ccc2c(C)cc(SCC(=O)c3ccc4c(c3)OCO4)nc2c1	4	12	7	-7	-9	-110	9	-2	-6[20 µM]
CC(C)(C)S(=O)(=O)/C(C#N)=C/Nc1ccccn1	-21	5	-3	-2	4	-13	2	8	-20
Cc1ccccc1C1=NC(c2ccc(F)cc2F)ON1 (stereo unspecified)	0	13	-1	-3	5	-2	4	34	-38
COc1ccc(C(=O)CSc2nnc(CNC(=O)c3ccc(OC)cc3)n2C)cc1	6	8	4	-7	-5	-4	4	16	-12[20 µM]
Cc1ccc(N2CC(=O)N(NC(=O)Nc3ccc(Cl)c(Cl)c3)CC2=O)cc1	-17	4	-3	-1	2	-10	-2	-4	-7
CCc1ccc2[nH]c(=O)c(C(c3nnnn3Cc3ccco3)N3CCC(C)CC3)cc2c1 (stereo unspecified)	-12	3	3	-3	-3	-19	1	-9	-18[20 µM]
CCOC(=O)c1cc2c(C)n(-c3ccc(N(C)C)cc3)c(C)c2cc(C(=O)OCC)c1=O	-12	5	1	-14	-5	2	6	12	-14
Cc1csc(=Nc2ccccc2)n1Cc1ccco1	7	2	2	-15	-6	2	4	25	-10

Entries listed so far that contain an NH in an aromatic ring:
SMILES	TbHK1 inh	PGE2 EP2 inh	Ba/F3 V617F tox	RBBP9 inhibitor	p97 inhibitor	p47phox inh	BaF3 tox	PPC-1+TRAIL kill	Furin inhibitor
Cn1c(=O)[nH]c(=O)c2c1nc(Br)n2CC(O)c1ccccc1 (stereo unspecified)	0	10	0	-5	1	-3	4	17	-17
CCc1ccc2[nH]c(=O)c(C(c3nnnn3Cc3ccco3)N3CCC(C)CC3)cc2c1 (stereo unspecified)	-12	3	3	-3	-3	-19	1	-9	-18[20 µM]

(listing goes on)
SMILES	TbHK1 inh	PGE2 EP2 inh	Ba/F3 V617F tox	RBBP9 inhibitor	p97 inhibitor	p47phox inh	BaF3 tox	PPC-1+TRAIL kill	Furin inhibitor
Cc1cc(C)n(-c2nc3ccccc3c(=O)n2OCc2ccc(Cl)cc2)n1	7	9	-1	-1	-2	-1	1	26	-15[20 µM]
O=C(O)C1OC2OC3(CCCCC3)OC2C2OC3(CCCCC3)OC12 (stereo unspecified)	-5	8	0	-3	2	11	-13	30	0
O=C(CCCN1C(=O)c2ccccc2C1=O)Nc1ccc(S(=O)(=O)N2CCCCC2)cc1	1	14	-2	-4	-1	-7	2	15	-24[20 µM]
Cc1ccc(NC(=O)CSCC(=O)NCCc2ccccn2)c(C)c1	-1	-2	1	-7	-1	-5	6	4	-25
CCOc1ccc(NC(=O)Nc2ccc(N(C)C(C)=O)cc2)cc1	2	8	-2	9	4	-6	0	22	-19[20 µM]
O=c1cc(-c2ccc(Cl)cc2)[nH][nH]1	-5	7	1	3	7	-21	5	-2	-16[20 µM]
COc1ccc(/C=N/NC(=O)c2ccc(F)cc2)cc1CN1CCc2cc(OC)c(OC)cc2C1C (stereo unspecified)	-14	7	-6	-12	3	-14	-3	18	-12
O=C(CSc1ccccc1)NCCCN1CCOCC1	-2	10	-1	-5	5	-14	1	-8	-26
COC(=O)c1cc(OC)c(OC)cc1NC(=O)c1cc(C(C)(C)C)oc1C	-27	11	-3	-2	1	-24	3	4	-14
O=S(=O)(Nc1cccc(CCc2ccccn2)c1)c1cc(Cl)ccc1Cl	29	4	5	-7	-7	-14	2	-6	-23
CCN(CC)CCCNC(=O)CSc1nc(-c2cccs2)cc(C(F)(F)F)n1	-16	5	1	-8	2	-9	10	6	-21
N#CC1=C(N)OC2=C(C(=O)CCC2)C12CCC1(CC2)OCCO1	14	14&14	-2	4	5	-3	5	8	-9

Some of these compounds in order of length of the SMILES, low to high:
SMILES	TbHK1 inh	PGE2 EP2 inh	Ba/F3 V617F tox	RBBP9 inhibitor	p97 inhibitor	p47phox inh	BaF3 tox	PPC-1+TRAIL kill	Furin inhibitor
Cc1ccc(NC(=O)CSCC(=O)NCCc2ccccn2)c(C)c1	-1	-2	1	-7	-1	-5	6	4	-25
O=S(=O)(Nc1cccc(CCc2ccccn2)c1)c1cc(Cl)ccc1Cl	29	4	5	-7	-7	-14	2	-6	-23
Cc1cc(C)n(-c2nc3ccccc3c(=O)n2OCc2ccc(Cl)cc2)n1	7	9	-1	-1	-2	-1	1	26	-15[20 µM]

Back to the main list with the two entries that preceded the break.
SMILES	TbHK1 inh	PGE2 EP2 inh	Ba/F3 V617F tox	RBBP9 inhibitor	p97 inhibitor	p47phox inh	BaF3 tox	PPC-1+TRAIL kill	Furin inhibitor
CCN(CC)CCCNC(=O)CSc1nc(-c2cccs2)cc(C(F)(F)F)n1	-16	5	1	-8	2	-9	10	6	-21
N#CC1=C(N)OC2=C(C(=O)CCC2)C12CCC1(CC2)OCCO1	14	14&14	-2	4	5	-3	5	8	-9
CN=C1C=C/C(=N/N=c2\ccn(O)cc2C)C=C1C	-6	14	4	-4	-13	-109	2	24	5
CC(=O)Nc1ccc(/C(C)=N/Nc2nc(N3CCOCC3)nc(N3CCOCC3)n2)cc1	-9	6	2	-7	-3	-3	10	-18	-20
O=C(CSc1nnc(-c2c[nH]c3ccccc23)o1)c1ccccc1	-21	16&4	-3	-7	1	-11	3	21	-11[20 µM]
CC(=O)Nc1ccc(-c2csc(NCc3ccccc3)n2)cc1	1	5	-1	-6	3	-14	4	3	3
CS(=O)(=O)NCc1nnc(SCc2c(F)cccc2Cl)o1	-3	4	0	-1	1	-1	6	-9	-29
COc1ccc(Oc2ccc(C(F)(F)F)cc2NC(=O)c2ccc(F)cc2)cc1	8	11	0	-13	-4	-152	2	23	-11
COc1cccc(N2CCN(C(=O)c3ccc4nc(N5CCCCC5)sc4c3)CC2)c1	-19	6	-1	0	-2	-18	9	16	-18
Cc1[nH]c(=O)[nH]c(=O)c1S(=O)(=O)N1CCCC(C(=O)NCCc2ccccc2)C1 (stereo unspecified)	-6	17	-2	4	1	3	4	6	-16[20 µM]
COc1cc(CC(NC(C)=O)C(=O)NC2CCN(C(=O)Nc3ccccc3Cl)CC2)cc(OC)c1 (stereo unspecified)	-3	12	-4	-3	4	-3	-1	5	-28
CCCN(CCC)CCNC(=O)c1cc2c(=O)n(C)c3ccccc3c2n1C	-5	4	1	-3	-2	-13	3	9	-16
CCOc1ccc(-n2c(SCc3ccc([N+](=O)[O-])cc3)nnc2-c2ccccc2)cc1	36	1	0	0	0	-3	2	18	-12
CC(=O)c1ccc(OC(=O)CCN2c3ccccc3Sc3ccccc32)cc1	25	7	-4	3	5	1	2	8	-4

Rewritten with values under each structure: part of the list above.
Values in the order – TbHK1 inh | PGE2 EP2 inh | Ba/F3 V617F tox | RBBP9 inhibitor | p97 inhibitor | p47phox inh | BaF3 tox | PPC-1+TRAIL kill | Furin inhibitor
> CC(=O)Nc1ccc(-c2csc(NCc3ccccc3)n2)cc1
→ 1 | 5 | -1 | -6 | 3 | -14 | 4 | 3 | 3
> COc1cc(CC(NC(C)=O)C(=O)NC2CCN(C(=O)Nc3ccccc3Cl)CC2)cc(OC)c1 (stereo unspecified)
→ -3 | 12 | -4 | -3 | 4 | -3 | -1 | 5 | -28

Later entries:
SMILES	TbHK1 inh	PGE2 EP2 inh	Ba/F3 V617F tox	RBBP9 inhibitor	p97 inhibitor	p47phox inh	BaF3 tox	PPC-1+TRAIL kill	Furin inhibitor
COc1ccc(-c2cc(=O)oc3cc(OCC(C)=O)ccc23)cc1	14	7	-2	-5	2	3	6	25	-2
CCOC(=O)C(C(=O)OCC)C(=O)c1cc(OC)c(OC)c(OC)c1	1	11	5	-12	-7	5	7	24	0
O=C(CSc1nnc(-c2ccc(OC(F)F)cc2)o1)N1CCOCC1	7	8	-4	1	4	0	6	-18	-24
O=S(=O)(c1ccccc1)c1cnc(-c2cccnc2)nc1-c1ccc(Cl)cc1Cl	-1	3	-2	-8	-7	-14	4	-18	-8
FC(F)(F)c1cccc(NCc2n[nH]c(=S)n2C2CCCCC2)c1	6	5	-1	4	2	-1	8	10	-20
CN(C)c1ccc(/C=N\S(=O)(=O)c2ccccc2)cc1	20	4	3	-11	-3	9	6	6	-3
O=C(NCC1CCCO1)Nc1cccc(Cl)c1 (stereo unspecified)	-4	13	-1	-9	0	-5	4	16	-43[20 µM]
CCOC(=O)c1cnc(-n2nc(C)cc2C)nc1NNc1cc(C)nc(-c2ccccc2)n1	-11	13	-4	5	2	-15	3	35	-21
NC(=O)c1nn(-c2ccccc2)c(=O)cc1O	-10	7	-2	0	-3	-21	2	21	-19
CCOc1cc(C)c(Cl)cc1S(=O)(=O)NC1CC(C)(C)NC(C)(C)C1	17	10	-1	2	1	8	4	12	-9

From PubChem
